From PubChem BioAssay
BCR signal inh = qHTS Assay to Find Inhibitors of Chronic Active B-Cell Receptor Signaling. ABC-DLBCL IkBa-CBG/CBR reporter, luminescence ratio, 4 h. Potency, µM (top dose mostly 46.1 µM), inactives show at the highest dose ratio change, negative = lower green/red ratio, actives largely listed as inhibitors. 0.05% of 340,000 active. AID 493014, 2011; active = well fitted inhibition curve with a large enough effect in the signal ratio, with a control signal flat, not every such curve was filed as active; inconclusive = small, poorly fitted or top-dose-only effect, or effect the other way, or a change in a side signal; the % refers to the signal ratio;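 also: potency is read from the fitted curve at half-maximal effect; plate controls were basal doxycycline-induced cells for no effect and cells given 10 µM MG132 for full effect; MG132 reads +100%, hits lower the ratio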
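Cell line TMD8 (human ABC DLBCL), stably expressing tet-inducible CBG68-IkBa fusion and CBR; IMDM/0.5% FBS; cpd up to 46 uM; dox induction, 4 h, 37C/5% CO2; dual luminescence; green/red ratio; MG132 control.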
hERG WT inh = qHTS for Inhibitors of KCHN2 3.1: Wildtype qHTS | U2OS, BacMam KCNH2, thallium flux FluxOr; stronger effect = lower value | activity change, % at 1.84 µM | 0.37% of 340,000 active;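 active = maximum activity change below -70%; inconclusive = maximum activity change between -70% and -50%; inactive = maximum activity change above -50%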; also: % is scaled to controls: 0 for no effect and ±100 for the full control effect
Target sequence (Q12809 whole entry, looked up): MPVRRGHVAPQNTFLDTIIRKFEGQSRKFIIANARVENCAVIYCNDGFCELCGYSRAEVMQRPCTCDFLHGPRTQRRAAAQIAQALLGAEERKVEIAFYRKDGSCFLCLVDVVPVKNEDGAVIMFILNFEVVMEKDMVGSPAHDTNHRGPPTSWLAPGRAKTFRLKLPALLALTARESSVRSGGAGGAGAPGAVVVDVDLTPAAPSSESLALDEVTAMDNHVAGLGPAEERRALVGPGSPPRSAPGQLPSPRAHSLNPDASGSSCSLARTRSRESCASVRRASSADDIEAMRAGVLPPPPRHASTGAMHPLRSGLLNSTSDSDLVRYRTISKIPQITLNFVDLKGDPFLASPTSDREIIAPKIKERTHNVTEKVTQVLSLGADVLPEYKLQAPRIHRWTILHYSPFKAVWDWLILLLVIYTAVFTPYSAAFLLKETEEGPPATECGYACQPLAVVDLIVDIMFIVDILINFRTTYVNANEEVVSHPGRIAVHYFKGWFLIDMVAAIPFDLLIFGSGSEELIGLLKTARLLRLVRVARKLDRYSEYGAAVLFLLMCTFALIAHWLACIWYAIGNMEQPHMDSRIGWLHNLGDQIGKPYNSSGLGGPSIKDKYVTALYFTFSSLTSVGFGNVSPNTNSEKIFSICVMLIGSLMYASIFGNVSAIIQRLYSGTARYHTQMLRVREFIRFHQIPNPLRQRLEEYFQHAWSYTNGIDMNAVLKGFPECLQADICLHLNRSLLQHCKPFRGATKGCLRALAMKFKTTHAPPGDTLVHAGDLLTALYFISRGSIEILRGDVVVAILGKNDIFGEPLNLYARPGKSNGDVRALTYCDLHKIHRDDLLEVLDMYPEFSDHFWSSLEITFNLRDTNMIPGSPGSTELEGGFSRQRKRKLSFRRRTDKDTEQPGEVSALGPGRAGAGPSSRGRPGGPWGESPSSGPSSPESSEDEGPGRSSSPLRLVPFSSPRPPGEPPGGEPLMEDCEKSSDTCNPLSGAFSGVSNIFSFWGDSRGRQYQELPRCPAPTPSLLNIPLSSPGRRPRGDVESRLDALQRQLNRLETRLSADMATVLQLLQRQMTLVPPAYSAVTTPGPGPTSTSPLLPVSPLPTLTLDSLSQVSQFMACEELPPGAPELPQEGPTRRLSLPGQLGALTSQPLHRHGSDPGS
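U2OS cells were transduced with wild-type KCNH2 virus (2.03 x 10^8 / mL) for 4 h at room temperature, then cultured overnight at 37 C. Thallium flux was read with FluxOr dye. Rate constants were normalized to DMSO controls.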
GALK inh = qHTS Assay for Inhibitors of Human Galactokinase (GALK); 0.007% of 270,000 active; Potency, µM (doses to about 57.5 µM), inactives show top-dose activity change, negative = inhibition, usual class: inhibitors; Purified GALK, Kinase-Glo residual ATP luminescence; also: potency is read from the fitted curve at half-maximal effect; % is scaled to controls: 0 for no effect and ±100 for the full control effect
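Luminescence from leftover ATP (Ultra-Glo luciferase/luciferin) served as read-out after a 1 h room-temperature reaction of 5 nM GALK with 35 uM ATP and 100 uM galactose.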
Tb PFK inh = qHTS Assay to Find Inhibitors of T. brucei phosphofructokinase | ATP-dependent 6-phosphofructokinase (Trypanosoma brucei brucei), O15648 | T. brucei PFK, ADP-Glo luminescence | Potency, µM (titrated, usually from 57.5 µM), for inactives: at the top dose activity, negative = inhibition, hits mostly inhibitors | 0.17% of 330,000 active;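 also: potency is read from the fitted curve at half-maximal effect; 0% = uninhibited 1x PFK enzyme wells and -100% = no-enzyme wells; nearly all actives have a fitted effect of over 60% in size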
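In TEA buffer at pH 8.0 with 5 mM MgCl2, enzyme (1.25 nM) converted F6P (0.5 mM) and ATP (0.1 mM) for 45 min at room temperature. ADP product was read by luciferase luminescence.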
Coupling enz = qHTS Assay for Inhibitors of Fructose-1,6-bisphosphate Aldolase from Giardia Lamblia: Coupling assay counterscreen; AID 2472, 2010; activity change, negative = inhibition, % at 58.2 µM, hits read low; 0.67% of 290,000 active; coupling enzyme system counterscreen, AmpLite Red fluorescence; in the data active = activity change below about -30%; also: % is scaled to controls: 0 for no effect and ±100 for the full control effect
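Activity here indicates interference with the coupling reaction, not aldolase inhibition. Compounds at 57.5 uM final met coupling enzymes for 10 min at RT; substrate and AmpLite Red detection followed, with a 525/598 nm fluorescence read after 20 min.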
CXXC DNA block = qHTS Fluorescence Polarization Assay for Inhibitors of MLL CXXC domain - DNA interaction; Histone-lysine N-methyltransferase 2A (Homo sapiens), Q03164; MLL-CXXC / FITC-HOXA9 DNA fluorescence polarization; Potency, µM (titrated, usually from 115 µM), for inactives: at the top dose activity change, negative = inhibition, most hits filed as inhibitors; 0.037% of 290,000 active; active = well fitted inhibition curve with a large enough effect in the polarisation, with a control signal flat, not every such curve was filed as active; inconclusive = small, poorly fitted or top-dose-only effect, or effect the other way, or a change in a side signal; inactive = no such curve, though single readings can be large or run the other way; the % refers to the polarisation; also: potency is read from the fitted curve at half-maximal effect
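Fluorescence polarization: 7 uM MLL-CXXC (stock) preincubated 5 min with compounds, then 50 nM fluorescein-HOX-A9 DNA (stock) added; 30 min ambient. Buffer 50 mM Tris-HCl pH 7.5, 50 mM NaCl, 1 mM DTT, 0.05% BSA.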
AT treatment = qHTS Assay for Identifying a Potential Treatment of Ataxia-Telangiectasia; Potency, µM (top dose mostly 57.5 µM), inactives show at the highest dose activation, most hits filed as activators; 0.19% of 320,000 active; […] A-T fibroblasts, KAP-1 phosphorylation AlphaLISA; neocarzinostatin DNA damage 30 min before lysis; also: potency is read from the fitted curve at half-maximal effect; % of control where 0% means no effect; nearly all actives have a fitted effect of over 45% in size
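ATM-like activity read as KAP-1 phosphorylation via AlphaLISA donor/acceptor antibody pairs after lysis and 6 hr at 25C. Cells were ATM-null patient fibroblasts ([…], hTERT), dosed 60 min, then exposed to the DSB inducer NCS for 30 min.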
TSHR antag = Antagonists of the Thyroid Stimulating Hormone Receptor: HTS campaign; TSHR-expressing cells, TSH-stimulated cAMP HTRF, 2 h; stronger effect = lower value; activity change, negative = inhibition, % at 11.5 µM; 0.2% of 330,000 active;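 active = activity change below a set negative limit, meaning inhibition stronger than a set level, cut at about -70% in these data; inconclusive = activity change between two set negative limits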; also: % is scaled to controls: 0 for no effect and ±100 for the full control effect
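Freshly harvested TSHR cells receive pin-tooled compound, then EC80 TSH at 4nM final. After 2 hours at 37 deg C, antibody in lysis buffer and cAMP-d2 are added; 30 minutes at ambient temperature precede the HTRF read.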
Giardia kill = Small Molecules that selectively kill Giardia lamblia: qHTS. Giardia lamblia trophozoite viability. activity change, % at 7.66 µM, hits read low. 0.15% of 340,000 active. AID 540267, 2011; in the data active = activity change below about -80%; inconclusive = between about -30% and that limit;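 also: parasites exposed to compound for two days anaerobically before the ATP read; % is scaled to controls: 0 for no effect and ±100 for the full control effect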
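Compounds were tested on trophozoites seeded at 100 cells/well and held 48 hrs at 37 deg C anaerobically. An ATP-based luminescent kit measured the remaining live cells.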
TCR activator = Activators of T cell receptors: qHTS campaign; primary human leukocytes, anti-CD3, IL-2 HTRF, 48 h; Potency, µM (highest dose often 9.22 µM), without a hit: top-dose activation of IL-2 secretion, hits mostly activators; 330,000 tested, under 10 active; also: % of control where 0% means no effect
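1) Mix primary human leukocytes, a-CD3 beads and compound. 2) Incubate 48 hr. 3) Add HTRF IL-2 reagents (a-IL-2-K, a-IL-2-d2).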
Numbers without * were called inactive; ? = inconclusive; . = no result given; [ ] = another dose, or the depositor's remark. Unless noted, calls follow the shape of the dose curve; as a rule, active = well fitted curve in the direction sought with a large enough effect; inconclusive = small, poorly fitted or top-dose-only effect, or another doubt; inactive = no such curve, though single readings can be large; an effect the other way counts as inactive or inconclusive.

SMILES | BCR signal inh | hERG WT inh | GALK inh | Tb PFK inh | Coupling enz | CXXC DNA block | AT treatment | TSHR antag | Giardia kill | TCR activator
CCOC(=O)c1csc(NC(C)=O)n1 | 0% | -1 | 7% | 2% | 0 | 11% | -1% | 9 | -1 | 3%
O=C(CCn1nnc2ccccc21)OCC(=O)c1ccc([N+](=O)[O-])cc1 | ? | 4 | 0% | -4% | -1 | 0% | -5% | -2 | -22 | -3%
O=C(NCCCN1CCCC1=O)Nc1cc(Cl)ccc1Cl | 7% | 14 | 5% | -8% | 0 | ? | 2% | 5 | -17 | -7%
COc1cccc(Nc2nc(-c3cccnc3)cs2)c1 | ? | -16 | 4% | 1% | -4 | 4% | -2% | 6 | -6 | 1%
O=C(CSc1cn[nH]n1)Nc1ccccc1F | 2% | 2 | . | -1% | . | . | 3% | 4 | -8 | -5%
CCOC(=O)c1c(C)[nH]c(C)c1S(=O)(=O)NC(C)Cc1ccco1 (stereo not drawn) | -4% | 5 | 1% | -3% | . | 9% | -10% | 13 | -12 | 11%
COc1ccc([N+](=O)[O-])cc1NS(=O)(=O)c1cccc(C(=O)O)c1 | 8% | -1 | 0% | 9% | 3 | 4% | -31% | -3 | 8 | -7%
CN=c1scc(-c2c[nH]c3ccccc23)n1C | -6% | -13 | 3% | 5% | 1 | -6% | 2% | 7 | 6 | 10%
COc1ccc(S(=O)(=O)N2CCCC(C(=O)NC3CCCCC3)C2)cc1 (stereo not drawn) | 11% | -2 | -4% | -7% | -1 | 2% | 6% | 19 | -11 | -13%
CN(C)/C=N/c1ncc(C(=O)c2ccc3ccccc3c2)s1 | ? | -7 | -1% | 11% | 0 | 1% | 3% | 14 | 10 | 4%
Cc1ccc(-n2c(C)cc(C=C3C(=O)CC(C)(C)CC3=O)c2C)cc1 | 1% | 1 | -2% | 0% | -3 | 4% | 1% | 0 | 0 | -9%[46.1 µM]
CC(C)CN1C(=O)NC(NC(=O)c2ccco2)(C(F)(F)F)C1=O (stereo not drawn) | 0% | -5 | 4% | -2% | 3 | 3% | -8% | 10 | 1 | -1%

Pulled one by one from the list above:
SMILES | BCR signal inh | hERG WT inh | GALK inh | Tb PFK inh | Coupling enz | CXXC DNA block | AT treatment | TSHR antag | Giardia kill | TCR activator
O=C(CCn1nnc2ccccc21)OCC(=O)c1ccc([N+](=O)[O-])cc1 | ? | 4 | 0% | -4% | -1 | 0% | -5% | -2 | -22 | -3%
COc1ccc(S(=O)(=O)N2CCCC(C(=O)NC3CCCCC3)C2)cc1 (stereo not drawn) | 11% | -2 | -4% | -7% | -1 | 2% | 6% | 19 | -11 | -13%

Next section:
SMILES | BCR signal inh | hERG WT inh | GALK inh | Tb PFK inh | Coupling enz | CXXC DNA block | AT treatment | TSHR antag | Giardia kill | TCR activator
CCN(CC)CC(=O)Nc1ccc(-c2ccc(NC(=O)CN(CC)CC)c(OC)c2)cc1OC | 3% | 0 | 1% | -3% | -1 | -1% | 0% | -3 | -15 | 3%
O=C(N/N=C/c1cccc([N+](=O)[O-])c1)c1ccccc1-n1cccc1 | -23% | -13 | -1% | 10% | -38* | 3% | 0% | -1 | -3 | 0%
O=S(=O)(CCN1CCN(c2ccccn2)CC1)c1ccc(F)cc1 | -2% | 3 | -2% | 1% | 3 | -3% | 4% | 0 | -2 | 3%
CC12CCC(C(=O)NCCCn3ccnc3)(OC1=O)C2(C)C (stereo not drawn) | 4% | 1 | -3% | 13% | 1 | 0% | -2% | 6 | -8 | 4%
Cc1cccc(OCC(O)Cn2c(N3CCCCC3)nc3c2c(=O)[nH]c(=O)n3C)c1 (stereo not drawn) | -2% | 6 | 3% | -3% | 0 | -9% | 0% | -1 | 2 | -1%
Cc1ccc(-n2nnc3c(SCC(=O)NCc4ccco4)ncnc32)cc1 | ? | -3 | -2% | -2% | -1 | -4% | 2% | -1 | -1 | 5%[46.1 µM]
COC(=O)CC1C(=O)NCCN1C(=O)c1cc([N+](=O)[O-])ccc1Cl (stereo not drawn) | 0% | -3 | -2% | -1% | 0 | -3% | 1% | 8 | 12 | 6%
CCSc1nnc(CCNS(=O)(=O)c2ccc(C(C)=O)cc2)n1C | -3% | -7 | 9% | 1% | 1 | -2% | 0% | 12 | 28 | -3%
CC(=O)Nc1ccc(NC(=O)C(C)OC(=O)CSCc2cccc(Cl)c2)cc1 (stereo not drawn) | 4% | 13 | . | -4% | . | . | -3% | -11 | -9 | 4%
O=C1CC(C(=O)Nc2ccc(F)cc2)S/C(=N\N=C\c2ccco2)N1 (stereo not drawn) | -15% | 0 | -1% | 0% | 0 | 1% | 3% | 38 | -9 | -6%[46.1 µM]
O=C(NCc1cccnc1)c1ccc2c(c1)N(Cc1ccccc1)CCS2 | 9% | 11 | 2% | 0% | -4 | 1% | 16% | 22 | -13 | 0%
CNC(=O)NNC(=O)c1nc(-c2ccccc2)c(C)o1 | 9% | 0 | -3% | 0% | 2 | -3% | -7% | -1 | -17 | 5%
Cc1ccc(C)c(-c2nc3ccc(N)cc3[nH]2)c1 | ? | 11 | -1% | 0% | 1 | 5% | 2% | -1 | 2 | .
CC[N+](CC)(CC#Cc1ccccc1)CC(=O)c1ccc(Cl)cc1 | 0% | 4 | . | -1% | -1 | 7% | 6% | -3 | -2 | 2%[46.1 µM]
COc1cc(C(CC(=O)Nc2ccc(Cl)cn2)N2Cc3ccccc3C2=O)cc(OC)c1OC (stereo not drawn) | ? | -12 | 1% | 3% | 1 | 3% | 3% | -6 | 8 | -1%
CCOc1cc(C(=O)CSc2nnc(CNc3ccc(Cl)cc3)o2)ccc1NC(=O)CC | ? | 2 | 0% | -2% | 10 | 7% | 1% | 23 | -7 | -1%
CCOC(=O)Cc1csc(NS(=O)(=O)c2ccc(OC)cc2)n1 | 5% | -16 | -5% | 1% | 4 | 14% | -2% | 8 | -13 | 2%
COc1ccc(C2OC(=O)C(C)(C)C(=O)C2(C)C)cc1OC (stereo not drawn) | -11% | -8 | -2% | 6% | -3 | -11% | 4% | 3 | -3 | -1%
CC(C)Cc1nc2ccc(N)cc2[nH]1 | 17% | -4 | -1% | -3% | -19 | -4% | -1% | -4 | -6 | 2%
COc1ccc(CN2CCC(=O)N([C@H](CO)Cc3ccccc3)CC2)cc1 | 6% | 2 | . | 1% | 5 | -5% | 9% | 7 | -10 | 4%
CC(C)OP(=O)(c1ccc(N(C)C)cc1)C(O)c1ccc(N(C)C)cc1 (stereo not drawn) | -3% | 1 | 4% | 2% | 5 | 15% | -4% | 1 | 4 | 1%
CCOC(=O)c1sc(N/N=C/c2cc(Br)c(O)c(OC)c2)nc1C | ? | -3 | -1% | ? | -5 | 2% | -1% | -30 | 28 | 2%
C=C(C)CSc1cc(C)nc2c(-c3ccccc3)c(C)nn12 | ? | 2 | -4% | 0% | 1 | 5% | 5% | -18 | 5 | 1%
COC(=O)c1ccc(CSc2nnc(CNC(=O)c3cccs3)o2)o1 | -15% | 2 | -1% | 2% | 5 | 10% | 0% | 7 | -10 | 7%
Cc1cccc(N(C(=O)c2ccc(Cl)cc2)C2CS(=O)(=O)CC2OC(=O)c2ccc(Cl)cc2)c1 (stereo not drawn) | 6% | 10 | 2% | 18% | -6 | -9% | 3% | -4 | 17 | 6%
CC(=O)c1c(C)[nH]c(C(=O)OCC(=O)Nc2sc3c(c2C#N)CCCC3)c1C | 0% | -9 | 0% | 1% | 8 | -7% | -14% | -20 | 4 | 1%[46.1 µM]
COc1cc2cc(C#N)c(SCC(=O)N3CCOCC3)nc2cc1OC | -1% | 3 | -4% | -5% | -2 | 7% | -3% | -8 | 21 | -5%[46.1 µM]
Nc1nnc(SCC(=O)OCc2ccc(F)cc2)s1 | -6% | 7 | -1% | 0% | 2 | 6% | -1% | -10 | -4 | -1%[46.1 µM]
COc1ccc(C(=O)NCC(c2cccnc2)N2CCN(c3ccc(F)cc3)CC2)cc1OC (stereo not drawn) | 2% | 12 | 0% | -2% | -3 | -20% | 2% | 0 | -11 | -1%[46.1 µM]
CSCCC(NC(=O)c1ccccc1)c1nc(-c2ccccc2)no1 (stereo not drawn) | 0% | . | -2% | 4% | 1 | 0% | 11% | -4 | . | .
